Screening results deposited in PubChem BioAssay by several laboratories.
Rab2A wt mod: modulators of GTP binding to Rab2A wildtype, primary screen, biochemical, dog, bead-based flow cytometry, multiplex; AID 760, 2007; GST-Rab2 wt beads, Bodipy-GTP binding; GTP binding activity, % at 10 µM; hit rate 0.19% among 190,000;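 active = GTP binding activity at least 20 points away from 100%, either lowered or raised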;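 also: 0% = beads with excess unlabeled GTP and 100% = no-compound control corrected for plate trend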
Avidin fluor: green autofluorescence of compounds with avidin beads – biophysical, 488/530 nm, flow cytometry, artefact control, profiling panel; AID 1775, 2009; fluorescence (KMESF) at 10 µM; compound fluorescence 488/530 nm; active compounds read high; hit rate 0.38% among 220,000; in the data active = fluorescence above about 47; also: inactives centre near 10
HRas wt GTP bind: modulators of GTP binding to HRas wildtype, primary screen, biochemical, bead-based flow cytometry, multiplex. GST-Ras wt beads, Bodipy-FL-GTP binding; actives lie on both sides. GTPase HRas (Homo sapiens), P01112. hit rate 0.14% among 190,000. GTP binding activity, % at 10 µM;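 active = GTP binding activity at least 20% away from the 100% baseline, either lowered as inhibitor or raised as activator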;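 also: 0% = unlabeled GTP competition control and 100% = no-compound control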
Target sequence (P01112 whole entry, looked up): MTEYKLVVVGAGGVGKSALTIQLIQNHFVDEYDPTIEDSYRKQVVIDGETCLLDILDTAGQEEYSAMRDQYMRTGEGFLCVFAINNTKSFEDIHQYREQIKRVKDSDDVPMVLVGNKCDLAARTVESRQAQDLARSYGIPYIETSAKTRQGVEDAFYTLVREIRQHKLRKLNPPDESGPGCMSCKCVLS
Pf gamet viab: late stage P. falciparum gametocyte viability inhibitors, primary screen, ATP luminescence, HTS. P. falciparum stage V gametocytes, 24 h. inhibition, % at 10.9 µM. hit rate 0.065% among 150,000. AID 743093, 2013;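 active = inhibition above the mean plus 3 SD of compounds within the control limits, set per campaign, cut at about 38% in these data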;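 also: 0% = DMSO wells and 100% = medium only without gametocytes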
Mcl1-Noxa inh: Mcl-1/Noxa binding inhibitors, primary screen, biochemical, TR-FRET, 1536-well. TR-FRET Mcl-1/Noxa peptide binding, 2 h. inhibition, % at 21.7 µM. hit rate 1.5% among 220,000;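 active = compounds that cut the protein-peptide binding signal by more than 50% relative to plate controls in a single-dose test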;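 also: His-tagged Mcl-1 with rhodamine Noxa BH3 peptide and terbium anti-His antibody; 0% = Mcl-1 plus Noxa peptide wells and 100% = peptide-only wells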
Target sequence (Q07820 whole entry, looked up): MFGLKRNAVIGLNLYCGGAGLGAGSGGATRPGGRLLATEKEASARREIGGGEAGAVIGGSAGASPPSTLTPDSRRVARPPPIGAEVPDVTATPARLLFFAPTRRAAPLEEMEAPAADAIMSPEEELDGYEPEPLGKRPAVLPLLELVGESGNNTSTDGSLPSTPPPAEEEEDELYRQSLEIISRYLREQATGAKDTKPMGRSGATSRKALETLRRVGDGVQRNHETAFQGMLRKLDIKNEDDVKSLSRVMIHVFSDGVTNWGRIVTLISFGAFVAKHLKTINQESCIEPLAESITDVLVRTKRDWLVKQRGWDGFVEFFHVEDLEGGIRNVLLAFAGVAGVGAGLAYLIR
Rac1 mut GTP: GTP binding modulators of activated mutant Rac1, primary screen, biochemical, bead-based flow cytometry, multiplex, fluorescent GTP; hit rate 0.11% among 190,000; GST-Rac1 activated beads; actives lie on both sides; 100% means binding = to untreated wells; Ras-related C3 botulinum toxin substrate 1 (Homo sapiens), P63000; AID 764, 2007; percent activity (GTP binding), % at 10 µM;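 active = GTP binding at least 20 percentage points away from the 100% baseline, in either direction, so actives lie on both sides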
Bim-Mcl-1: inhibitors of Bim peptide binding to Mcl-1, primary screen, biochemical, bead-based flow cytometry, multiplex. Bim peptide-Mcl-1 binding. inhibition, % at 10 µM. hit rate 0.1% among 190,000. Induced myeloid leukemia cell differentiation protein Mcl-1 (Homo sapiens), Q07820; in the data active = inhibition above about 40%;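 also: 0% = no compound tracer wells and 100% = peptide blocker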
Rab7 wt GTP bind: modulators of GTP binding to Rab7, primary screen, biochemical, wildtype, multiplex bead flow cytometry. Rab7 GTPase wild type (dog), Bodipy-FL-GTP binding. hit rate 0.055% among 190,000. GST-Rab7 beads, fluorescent GTP binding; actives lie on both sides; untreated = 100%, excess cold GTP = 0%. GTP binding activity (percent of control), % at 10 µM;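 active = fluorescent GTP binding to Rab7 beads changed by at least 20 points from the 100% baseline, either direction, mostly lower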;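 also: median green fluorescence of bound Bodipy-FL-GTP per Rab7 bead population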
Rac1 wt GTP bind: wildtype Rac1 GTP binding modulators, primary screen, biochemical, GST-Rac1 beads, flow cytometry, multiplex | GTP binding activity (% of control), % at 10 µM | Ras-related C3 botulinum toxin substrate 1 (Homo sapiens), P63000 | AID 757, 2007 | hit rate 0.27% among 190,000 | fluorescent GTP binding; actives lie on both sides; 0 = cold GTP competed, 100 = untreated;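 active = GTP binding activity at least 20 points away from the 100% control level, either lower or higher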
Mcl1-Bid inh: Mcl-1/Bid binding inhibitors, primary screen, biochemical, TR-FRET, 1536-well | Induced myeloid leukemia cell differentiation protein Mcl-1 (Homo sapiens), Q07820 | TR-FRET Mcl-1/Bid-Dy647 peptide binding | inhibition, % at 21.7 µM | hit rate 0.97% among 220,000 | AID 1021, 2008;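 active = compounds that cut the binding signal by more than half at the single screening dose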;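 also: His-tagged Mcl-1 with europium anti-His antibody binding Bid BH3 peptide; 0% = Mcl-1 plus peptide wells and 100% = peptide-only wells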
Cdc42 wt: modulators of GTP binding to wildtype Cdc42, primary screen, biochemical, multiplex bead flow cytometry, Bodipy-GTP; Cell division control protein 42 homolog (Homo sapiens), P60953; GST-Cdc42 beads; actives lie on both sides; percent activity (GTP binding), % at 10 µM; hit rate 0.2% among 190,000;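 active = percent activity GTP binding at least 20 points away from the 100% baseline, either down as inhibitor or up as activator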;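 also: median bead fluorescence of bound Bodipy-FL-GTP at 100 nM; 0% = excess unlabeled GTP control and 100% = no compound control; below 100% means less GTP binding so inhibitor and above means activator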
Target sequence (P60953 whole entry, looked up): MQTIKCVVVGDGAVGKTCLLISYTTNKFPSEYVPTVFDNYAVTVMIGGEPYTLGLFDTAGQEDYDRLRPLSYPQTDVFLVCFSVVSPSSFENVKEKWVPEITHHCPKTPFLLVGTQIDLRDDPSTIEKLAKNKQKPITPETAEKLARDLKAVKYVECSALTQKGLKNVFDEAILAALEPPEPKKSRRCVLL
Starred values were filed as active, the others as inactive; nt = not tested or not shown.

structure,Rab2A wt mod,Avidin fluor,HRas wt GTP bind,Pf gamet viab,Mcl1-Noxa inh,Rac1 mut GTP,Bim-Mcl-1,Rab7 wt GTP bind,Rac1 wt GTP bind,Mcl1-Bid inh,Cdc42 wt
N/C(Cn1cncn1)=N\NC(=O)C(=O)Nc1cccc(C(F)(F)F)c1,97,11,95,-16,10,95,0,105,101,-12,94
S=C(NCc1ccc2c(c1)OCO2)NCc1ccco1,101,5,100,17,6,99,2,106,103,-40,100
COC(=O)c1c(NS(C)(=O)=O)sc2c1CCCC2,99,19,99,-13,23,95,0,97,105,-34,100
O=C(O)c1cccc(-n2cccc2/C=C2\SC(=O)N(Cc3ccccc3F)C2=O)c1,94,2,97,nt,30,96,-2,95,101,-1,98
CN=C(c1ccc(C)cc1)n1c(=S)nc(-c2ccc(C)cc2)n(C)c1=S,100,13,98,3,-15,96,-2,101,101,-45,98
CCNC(=S)N1CCCC(c2nc3ccc(C)cc3[nH]2)C1 (centres undefined),99,10,99,0,-3,96,-1,106,100,-26,100
CN(C(=O)CC1C(=O)NCCN1Cc1ccc(F)c(F)c1)C1CCOCC1 (centres undefined),97,4,97,5,5,94,-4,98,94,-6,93
O=C(NCc1ccccn1)c1cc(-c2ccc(Br)cc2)nc2ccccc12,102,7,100,6,10,98,-4,102,105,4,103
CCC(C)Sc1nc2c(c(=O)n1C)SC(C)C2 (centres undefined),99,6,100,nt,1,99,0,97,103,-29,101
Cc1[nH]c(=O)[nH]c(=O)c1S(=O)(=O)N(C)Cc1ccccc1,99,24,98,nt,11,98,-3,101,102,-4,102
CN(c1ccccc1C(=O)NCc1ccco1)S(C)(=O)=O,97,11,98,nt,17,93,-2,96,97,-43,97
CCCCNC(=O)CSc1nnc(-c2ccc(S(=O)(=O)N3CCCC3)cc2)n1C,96,15,99,nt,-18,100,-1,96,100,-16,101
CCN1CCn2c3c(c4cc(C)ccc42)CCCC31 (centres undefined),102,15,103,-31,15,103,0,98,111,-95,108
O=c1c(=Nc2ccccc2O)c(=O)c2ccccc12,99,9,100,-18,-6,97,-1,100,102,-65,99
c1csc(-c2nn3c(Cn4nnc5ccccc54)nnc3s2)c1,98,4,101,nt,0,95,0,100,106,-2,99
COc1ccc(-c2nnc(SCC(=O)c3cc(C)n(Cc4cccs4)c3C)o2)cc1,86,8,90,nt,-96,86,0,89,89,37,89
CC1CN(Cc2ccccc2)c2ccccc2NC1=S (centres undefined),98,5,100,-15,18,99,-4,97,103,-81,100
CCN(/C=N/S(=O)(=O)c1ccc(Cl)cc1)CC,104,3,103,-5,9,96,0,102,102,-16,102
Cc1ccc(S(=O)(=O)N2C(=O)C(c3ccccc3)SC2=Nc2ccccc2)cc1 (centres undefined),94,18,97,4,17,93,-3,98,94,-5,96
CCCCCC(=O)Nc1ccc(S(=O)(=O)Nc2nccnc2OC)cc1,99,11,98,nt,-4,99,2,100,102,-18,99
CCOc1ccc2c(c1)[N+](C)(C)C(C)(C)C=C2C,95,21,95,18,4,96,0,93,97,-19,97
CN1CCC(=NNC(=O)C(=O)Nc2cccc(Br)c2)CC1,103,7,97,nt,3,95,-2,107,95,-25,94
Cc1cc(Nc2ccc(F)cc2C)n2ncnc2n1,103,7,106,nt,9,102,0,102,112,-21,104
O=c1cc(CO)oc(CN2CCCC2)c1O,96,16,97,nt,-23,94,0,97,95,-63,95
O=C(CSc1nc(-c2ccc(F)cc2)cs1)N1CCN(C(=O)c2ccco2)CC1,100,6,98,nt,4,98,0,97,102,-15,100
CN1C/C(=C/c2ccsc2)C(=O)/C(=C/c2ccsc2)C1,99,10,102,3,27,100,-24,100,104,-24,104
COc1cc(CNc2ccc3[nH]c(=O)[nH]c3c2)cc(Cl)c1OCC(=O)NC(C)(C)C,98,11,100,15,59*,99,3,102,104,-14,100
Cc1ccc(C)c(C(C)NC(=O)c2ccccc2Br)c1 (centres undefined),96,6,99,-2,12,99,0,100,103,-22,96
Cc1cc(Br)ccc1OCC(=O)NNC(=O)c1cnccn1,98,4,101,-19,11,101,-4,97,103,-21,96
COC(=O)c1ccc2nc(NC(=O)C3CCCCC3)sc2c1,98,11,98,10,-16,96,1,98,100,-6,99

Another view of 4 compounds above:
CN(C(=O)CC1C(=O)NCCN1Cc1ccc(F)c(F)c1)C1CCOCC1 (centres undefined)
  Rab2A wt mod: 97	Avidin fluor: 4	HRas wt GTP bind: 97	Pf gamet viab: 5	Mcl1-Noxa inh: 5	Rac1 mut GTP: 94	Bim-Mcl-1: -4	Rab7 wt GTP bind: 98	Rac1 wt GTP bind: 94	Mcl1-Bid inh: -6	Cdc42 wt: 93

O=C(NCc1ccccn1)c1cc(-c2ccc(Br)cc2)nc2ccccc12
  Rab2A wt mod: 102	Avidin fluor: 7	HRas wt GTP bind: 100	Pf gamet viab: 6	Mcl1-Noxa inh: 10	Rac1 mut GTP: 98	Bim-Mcl-1: -4	Rab7 wt GTP bind: 102	Rac1 wt GTP bind: 105	Mcl1-Bid inh: 4	Cdc42 wt: 103

CCC(C)Sc1nc2c(c(=O)n1C)SC(C)C2 (centres undefined)
  Rab2A wt mod: 99	Avidin fluor: 6	HRas wt GTP bind: 100	Pf gamet viab: nt	Mcl1-Noxa inh: 1	Rac1 mut GTP: 99	Bim-Mcl-1: 0	Rab7 wt GTP bind: 97	Rac1 wt GTP bind: 103	Mcl1-Bid inh: -29	Cdc42 wt: 101

Cc1[nH]c(=O)[nH]c(=O)c1S(=O)(=O)N(C)Cc1ccccc1
  Rab2A wt mod: 99	Avidin fluor: 24	HRas wt GTP bind: 98	Pf gamet viab: nt	Mcl1-Noxa inh: 11	Rac1 mut GTP: 98	Bim-Mcl-1: -3	Rab7 wt GTP bind: 101	Rac1 wt GTP bind: 102	Mcl1-Bid inh: -4	Cdc42 wt: 102

(list continues)
structure,Rab2A wt mod,Avidin fluor,HRas wt GTP bind,Pf gamet viab,Mcl1-Noxa inh,Rac1 mut GTP,Bim-Mcl-1,Rab7 wt GTP bind,Rac1 wt GTP bind,Mcl1-Bid inh,Cdc42 wt
COc1ccccc1OCCC(=O)OCCN1C(=O)c2ccccc2C1=O,100,6,102,nt,18,100,-1,94,103,1,103
Cc1ccc(S(=O)(=O)N2CCN(C(=O)C3CCN(C(=O)c4ccccc4C)CC3)CC2)cc1C,95,8,96,-2,-2,96,1,93,98,-22,96
C/C(=N\NC(=O)C(O)(c1ccccc1)c1ccccc1)c1ccc(C)o1,99,8,98,nt,-4,99,-2,96,97,-41,98
O=C(c1ccc2c(c1)OCO2)N1CCN(c2ccc(Cl)cc2)CC1,100,34,101,nt,-5,100,-10,96,108,-12,103
COc1cc(C(=O)Nc2cccc(-c3nnc(-c4ccco4)o3)c2)ccc1OC(C)=O,84,9,86,13,20,86,-1,94,81,-13,82
Cc1ccc(S(=O)(=O)NC(c2ccccc2)C(C)C(=O)n2nc(C)cc2C)cc1 (centres undefined),104,10,102,-2,14,101,5,106,110,-4,105
CC(C)CNC(=O)C1CCCN(S(=O)(=O)c2ccc(-n3cnnn3)cc2)C1 (centres undefined),98,37,98,8,33,98,3,96,99,9,100
O=C(NCc1ccco1)C(c1ccco1)N(Cc1cccs1)C(=O)Cn1nnc2ccccc21 (centres undefined),103,6,103,-4,-6,99,nt,104,106,-16,104
CCOc1ccc(N2C(=O)C3C(C2=O)C3(c2ccccc2)c2ccccc2)cc1 (centres undefined),103,3,103,-19,3,98,-2,103,106,1,101
Cn1c(N)c(C(=O)COC(=O)c2cc(C3CC3)nc3ccccc23)c(=O)n(Cc2ccccc2)c1=O,96,11,100,nt,-10,95,-4,102,102,0,98
CC(OC(=O)C1CC1)C(=O)Nc1ccc([N+](=O)[O-])cc1Cl (centres undefined),97,21,99,12,16,96,-1,97,97,11,96
COc1ccc2c(c1)-c1nc(/N=C/c3cccc(OC)c3O)sc1CC2,99,7,99,nt,31,101,0,96,100,-62,101
CCC(C)N1C(=O)CCC1C(=O)NCc1ccc2c(c1)OCO2 (centres undefined),98,8,98,nt,6,97,1,96,101,-16,97
Cc1cccc(-n2c(-c3ccco3)nc3nc4ccccc4nc32)c1,99,0,99,nt,13,96,-4,97,102,-15,103
COc1ccc(/C=C/C(=O)Nc2cccc(N3CCOCC3)c2)cc1OC,99,5,101,22,18,102,-3,100,101,-52,102
N#C/C(Cn1c[n+](NC(=O)Nc2ccccc2)cn1)=N/O,101,4,102,-4,25,100,1,102,103,-14,103
CC1CN(CC(O)COc2ccccc2C(C)(C)C)CC(C)O1 (centres undefined),105,8,105,nt,1,103,1,107,112,-10,105
O=C(NNS(=O)(=O)c1ccccc1C(F)(F)F)c1cccc(S(=O)(=O)Nc2ccccc2Cl)c1,95,10,97,nt,27,99,0,98,100,-13,98
O=C(CN1CCN(c2ccc(O)cc2)CC1)NC1CCCc2ccccc21 (centres undefined),101,9,102,8,45,101,-2,99,104,-76,103
CCN1c2ccccc2NC2N=C(OC)C(c3ccccc3)C21 (centres undefined),98,9,100,nt,1,95,0,98,97,-20,100
COc1ccc(OC)c(NC(=O)c2ccc(NS(C)(=O)=O)cc2)c1,101,8,103,-8,-3,100,0,105,108,-47,104
